# Source: PubChem BioAssay (National Center for Advancing Translational Sciences (NCATS))
# FUS suppressor: suppressors of FUS proteinopathy in yeast | S. cerevisiae FUS-expressing, growth rescue, OD600, 24 h | Potency, µM (series often up to 76.6 µM), for the others: top-dose growth rescue (activation), most hits filed as activators | actives 0.24% (n = 390,000) | AID 1347120;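 also: potency is read from the fitted curve at half-maximal effect; plate controls were DMSO vehicle for no effect and reference control for full effect; nearly all actives have a fitted effect of over 55% in size; some results filed as inactive show a strong effect at the top dose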
#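 Yeast expressing FUS under galactose induction, OD 0.005 in 2% galactose medium; compounds in a dilution series, 24 h at 30C. Growth rescue by absorbance at 600 nm; CP55940 positive control, DMSO negative.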
# PI5P4K alpha inh: PI5P4K alpha (human) kinase inhibition | max response, % | AID 652105 | actives 1.2% (n = 330,000) | PI5P4Kalpha enzyme, ADP-Glo luminescence, 60 min; active compounds read low; active = max response of -50% or lower; inconclusive = between -30% and -50%; inactive = -30% or higher; also: value at the top dose of about 77 µM; % is scaled to controls: 0 for no effect and ±100 for the full control effect
#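 PI5P4Kalpha ADP-Glo assay; 5 microM ATP final; 60 min RT reaction; HEPES pH 7.4/EGTA/CHAPS, 5% DMSO; controls lacking substrate or enzyme; luminescent end-point.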
# IL2 activator: activators of IL-2; IL-2 activation reporter assay, cell-based qHTS; stimulated with anti-CD3/CD4/CD28 beads; in transgenic mouse T cells; activation, % (series mostly up to about 46 µM); actives 0.065% (n = 360,000); in the data active = activation above about 50%; inconclusive = mostly about 30% to 49%; also: 0% is about no effect
#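 Using fluorescent plate cytometry, EGFP and DsRed are detected in transgenic mouse T cells stimulated 18 h at 37 degrees C with antibody-coated beads after 60 min compound pretreatment.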
# WRN helicase inh: WRN helicase (human) inhibition; Q14191; WRN helicase unwinding, fluorescent forked duplex, kinetic; Potency, µM (highest dose often 114 µM), for inactives: at the top dose activity change, negative = inhibition, hits mostly inhibitors; actives 0.46% (n = 360,000); AID 651768; also: potency is read from the fitted curve at half-maximal effect; % is scaled to controls: 0 for no effect and ±100 for the full control effect; nearly all actives have a fitted effect of over 55% in size
# Target sequence (Q14191 whole entry, looked up): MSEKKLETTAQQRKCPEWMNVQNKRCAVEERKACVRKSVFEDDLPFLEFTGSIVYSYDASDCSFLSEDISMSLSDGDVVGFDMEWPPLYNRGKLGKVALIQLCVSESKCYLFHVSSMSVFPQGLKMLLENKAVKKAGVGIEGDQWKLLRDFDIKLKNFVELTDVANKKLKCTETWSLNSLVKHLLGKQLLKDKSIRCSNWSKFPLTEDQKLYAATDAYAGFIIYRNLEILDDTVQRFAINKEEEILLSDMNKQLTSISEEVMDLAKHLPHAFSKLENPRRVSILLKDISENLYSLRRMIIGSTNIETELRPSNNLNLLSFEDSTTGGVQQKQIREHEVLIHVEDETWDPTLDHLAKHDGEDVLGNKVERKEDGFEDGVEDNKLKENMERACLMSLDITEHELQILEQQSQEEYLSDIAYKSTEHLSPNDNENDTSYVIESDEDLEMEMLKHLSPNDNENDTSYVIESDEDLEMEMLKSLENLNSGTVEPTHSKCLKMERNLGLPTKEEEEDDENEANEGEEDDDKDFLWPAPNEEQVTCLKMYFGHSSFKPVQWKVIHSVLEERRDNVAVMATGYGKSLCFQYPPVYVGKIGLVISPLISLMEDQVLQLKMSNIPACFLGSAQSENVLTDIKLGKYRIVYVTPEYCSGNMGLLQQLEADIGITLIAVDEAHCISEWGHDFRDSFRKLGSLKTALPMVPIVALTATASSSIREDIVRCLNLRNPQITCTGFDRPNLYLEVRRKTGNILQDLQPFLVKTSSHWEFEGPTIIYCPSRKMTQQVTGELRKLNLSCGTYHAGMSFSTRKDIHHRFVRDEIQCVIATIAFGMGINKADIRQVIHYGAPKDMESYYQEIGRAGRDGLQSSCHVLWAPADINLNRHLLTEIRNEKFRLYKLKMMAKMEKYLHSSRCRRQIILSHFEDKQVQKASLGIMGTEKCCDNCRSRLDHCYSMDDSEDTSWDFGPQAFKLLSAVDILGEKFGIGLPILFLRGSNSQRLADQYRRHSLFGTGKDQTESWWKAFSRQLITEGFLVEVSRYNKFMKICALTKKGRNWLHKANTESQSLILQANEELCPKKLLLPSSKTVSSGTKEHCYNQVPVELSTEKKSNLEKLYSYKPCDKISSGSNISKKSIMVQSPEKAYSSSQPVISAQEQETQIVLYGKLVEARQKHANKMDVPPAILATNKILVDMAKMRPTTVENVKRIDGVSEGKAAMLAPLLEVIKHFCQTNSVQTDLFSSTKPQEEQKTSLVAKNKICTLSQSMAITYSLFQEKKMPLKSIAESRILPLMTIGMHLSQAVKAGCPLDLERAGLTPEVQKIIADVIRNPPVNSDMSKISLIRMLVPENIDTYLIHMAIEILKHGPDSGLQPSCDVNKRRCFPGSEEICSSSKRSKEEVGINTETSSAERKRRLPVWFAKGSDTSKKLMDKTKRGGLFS
#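 WRN at 20 nM final preincubated with compound 15 min at room temperature; reaction started with 100 nM fluorophore/quencher forked duplex oligonucleotide and 2 mM ATP final. Unwinding followed kinetically by red fluorescence (ex 525, em 598 nm).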
# EPAC1 antag: EPAC1 (human) antagonism; EPAC1 GEF assay, Rap1b-BODIPY-GDP exchange fluorescence; actives 0.14% (n = 360,000); Potency, µM (series often up to 115 µM), without a hit: at the top dose activity change, negative = inhibition, hits mostly inhibitors; AID 720709;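 also: potency is read from the fitted curve at half-maximal effect; plate controls were vehicle for no effect and positive control for full effect; nearly all actives have a fitted effect of over 50% in size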
# PLK1 PBD inh: PLK1 (human) polo-box domain binding inhibition | AID 720504 | P53350 | actives 2.8% (n = 360,000) | Plk1 PBD binding of FITC phosphopeptide, fluorescence polarization | Potency, µM, for inactives: max response, negative = inhibition, actives largely listed as inhibitors; also: potency is read from the fitted curve at half-maximal effect; series mostly up to about 57 µM; % is scaled to controls: 0 for no effect and ±100 for the full control effect; nearly all actives have a fitted effect of over 65% in size
# Abeta rescue: compounds reversing amyloid beta toxicity in yeast; yeast expressing A-beta42, growth rescue, OD600, 48 h; response scale: 0% DMSO, 100% iron-clioquinol control; Potency, µM (series often up to 46.1 µM), inactives show at the top dose growth rescue, actives largely listed as activators; actives 0.063% (n = 410,000); AID 1347071; also: potency is read from the fitted curve at half-maximal effect; nearly all actives have a fitted effect of over 55% in size
#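 Yeast A-beta toxicity model in growth medium with pinned compounds, 48 h at 30 C; growth read as absorbance at 600 nm. Normalized to FeCl3/clioquinol equimolar mix (positive) and DMSO (negative).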
# EPAC1 agonist: activates human EPAC1 exchange factor; EPAC1 agonist qHTS, biochemical assay; response scale: 100% = response to 6.5 mM cAMP; Potency, µM (series often up to 154 µM), inactives show at the highest dose activation, actives largely listed as activators; actives 0.073% (n = 360,000); O95398; also: potency is read from the fitted curve at half-maximal effect; nearly all actives have a fitted effect of over 60% in size
#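 Fluorescent GDP-exchange assay: 100 nM EPAC1 with 250 nM Rap1B preloaded with BODIPY-GDP and 50 uM GDP; compounds tested as concentration series, 5 min at room temperature, then read every 5 min for 30 min (ex 480/em 540 nm); normalized to 6.5 mM cAMP.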
# * marks the source's active call; other numbers are inactive results; ? = inconclusive; / = not tested or not shown; & = joins results of further samples; [ ] = dose if it differs, or a comment. Unless noted, calls follow the shape of the dose curve; as a rule, active = well fitted curve in the direction sought with a large enough effect; inconclusive = small, poorly fitted or top-dose-only effect, or another doubt; inactive = no such curve, though single readings can be large; an effect the other way counts as inactive or inconclusive. Rows are unselected, and some 4.1% of all compounds hit somewhere here.
Compound	FUS suppressor	PI5P4K alpha inh	IL2 activator	WRN helicase inh	EPAC1 antag	PLK1 PBD inh	Abeta rescue	EPAC1 agonist
O=C(Nc1cccc(-n2cnnn2)c1)c1ccncc1	-28%	-8	0.1	-4%	-13%	-17%	-10%	10%
COc1ccc(Cn2ccnc2SCC(=O)Nc2ccccc2F)cc1	13%	-3	-2.2	12%	-4%	1%	4%	1%
O=C(NNC(=O)c1ccccc1Br)c1ccc(Cl)c(Cl)c1	22%	-1	-0.6	-2%	-6%	-3%	9%	-2%
Oc1ccccc1-c1ccn[nH]1	-24%	2	-0.1	-5%	-3%	2%	6%	12%
CCOc1ccccc1OCCCC(=O)Nc1ccc(S(=O)(=O)Nc2cc(C)nc(C)n2)cc1	-1%	-5	0.4	2%	-2%	1%	-12%	6%
CCOC(=O)CC1=NN(c2ccccc2)C(=O)C1	9%	-2	-0.8	-9%	-3%	?	12%	2%
O=C1NC[C@@H](CCCCN2C[C@H](Cc3ccc(O)cc3)N(CCC3CCCCC3)C(=O)C2=O)N(CCC2CCCCC2)C1=O	?	-4	-0.7	-4%	-29%	-10%	-7%	0%
CCCC(=O)Nc1cc(C)c(NC(=O)C23CC4CC(CC(C4)C2)C3)cn1	?	2	-1.4	-1%	-7%	-15%	-5%	8%
COc1ccc(-c2csc(C3=C(O)CN(Cc4ccc(S(N)(=O)=O)cc4)C3=N)n2)cc1OC	?	-6	0.0	-16%	2%	-2%	7%	1%
COCCN(C)C(=O)CCc1nnc(Cc2ccc(-c3ccccc3)cc2)o1	16%	4	0.4	-2%	-2%	-19%	6%	11%
COc1ccc(CCC(=O)NCCCNC(=O)CCc2ccc(OC)cc2)cc1	/	-2	0.4	-3%	12%	3%	-25%	-2%
O=C(NCCc1ccc(S(=O)(=O)N2CCCC2)cc1)c1cccs1	4%	-6	0.6	6%	-7%	-11%	-5%	-7%
CCC(Sc1ncccc1C(=O)OCCN1CCCC1=O)C(=O)NCc1ccco1 (stereo unspecified)	19%	/	-0.9	-6%	-9%	-22%	-8%	-7%
CNC(=O)c1cc(C(=O)c2ccccc2Br)c[nH]1	7%	0	0.3	7%	-17%	-10%	-7%	4%
O=C(CCSc1nnc(-c2ccncc2)o1)Nc1ccccc1Cl	5%	-7	-0.3	-1%	1%	-9%	-18%	6%
COc1cccc(-n2c(C)cc(/C=C3/C(=N)N4C(=NC3=O)SN=C4S(C)(=O)=O)c2C)c1	?	-63*	-2.5	-18%[57.1 µM]	-19%	19µM*	-2%	-3%
C/C(=N\NC(=O)c1ccccc1O)c1ccc(NC(=O)Cc2ccccc2)cc1	13%	-16	0.5	-27%	-15%	-19%	-7%	-4%
Cc1cc(/C=C(\C#N)C(=O)O)c(C)n1CC1CCCO1 (stereo unspecified)	2%	-72*	-0.5	2%	8%	3µM*	-23%	-3%
COc1cc(C2C(C(N)=O)=C(C)Nc3nc(CCCO)nn32)cc(OC)c1OC (stereo unspecified)	-22%	1	-0.4	3%	3%	-6%	9%	1%
Cc1cc(OCC(=O)O/N=C(\N)c2ccccc2)cc(C)c1Cl	-15%	/	-0.2	-5%	4%	-1%	15%	5%
CCCCOCCCNC(=O)CN1C(=O)c2ccccc2C1=O	6%	/	-1.9	2%	3%	-1%	11%	-2%
CCc1cccc(NC(=O)C2CCCN(S(=O)(=O)c3cccs3)C2)c1 (stereo unspecified)	34%&21%	-1	-0.2	-8%	-26%	-7%	14%&8%	13%
Cc1ccc(C(=O)Cc2ccccc2)cc1	22%	-2	0.8	-8%	9%	0%	-17%	0%
O=C(CSc1nc2ccccc2n1CC(=O)NCc1ccccc1)NCc1ccco1	41%	/	-2.0	-4%	2%	-5%	-2%	-2%
Cc1cc(C(=O)Nc2nc(-c3ccccn3)cs2)ccc1[N+](=O)[O-]	22%	-24	-0.9	-11%	-10%	?	-74%[inhibitor]	-6%
Clc1ccc(CN=C2Nc3ccccc3CS2)cc1	14%	/	0.8	-1%	2%	3%	19%	22%
N#Cc1ccc(CC(=O)c2ccccc2)[nH]c1=O	13%	-17	4.7	56µM*	-10%	-9%	4%	4%
Cc1c(Cl)ccc(S(=O)(=O)N2CCN(C)CC2)c1Cl	-6%	3	-0.8	-7%	-10%	-8%	-10%	7%
Cc1ccc(NC(=O)CCCC(=O)O)c(-c2nc3ccccc3[nH]c2=O)c1	-2%	-19	2.8	5%	-7%	-7%	-6%	-3%
O=C(Cc1c[nH]c2ccccc12)Nc1nc2ccccc2[nH]1	12%	?	3.2	-8%	-11%	-2%	15%	-1%
CCOC(=O)C1Nc2ccc(C(F)(F)F)cc2C2C=CCC12 (stereo unspecified)	-2%	-55*	-0.6	-10%[57.1 µM]	?	-25%	-7%	-26%
CCC(=O)N1CCc2cc(Br)cc(S(=O)(=O)N3CCN(C(=O)c4ccco4)CC3)c21	2%	12	-1.1	-6%	8%	-3%	25%	8%
O=C(CCC(=O)Nc1ccccc1)N/N=C/c1ccc2c(c1)OCO2	-12%	3	0.4	4%	-11%	3%	6%	-18%
Cc1ccc(C(=O)Nc2ccc3c(c2)CCC3)cc1S(=O)(=O)N1CCOCC1	21%	3	-0.9	-7%	-26%	-3%	15%	0%
COc1ccc(/C=C2/CCc3ccccc3C2=O)cc1OC	16%	3	-0.8	-8%	-10%	-1%	-24%	2%
CCOc1ccc(CCNC(=O)c2[nH]c(C)c(C(C)=O)c2C)cc1OCC	15%	-3	-4.3	-4%	-18%	-15%	9%	4%
CCN(C(=O)c1cn(C)c(=O)c2ccccc12)c1ccccc1F	-1%	-2	-3.1	-6%	8%	4%	-10%	-4%
CCn1c(CN2c3ccccc3Sc3ccccc32)n[nH]c1=S	29%	2	0.2	-7%	-9%	-22%	16µM*	16%
CO[C@H]1/C=C/O[C@@]2(C)Oc3c(C)c(O)c4c(O)c(c5c(c4c3C2=O)NC2(CCN(CC(C)C)CC2)N=5)=NC(=O)/C(C)=C\C=C\[C@H](C)[C@H](O)[C@@H](C)[C@@H](O)[C@@H](C)[C@H](OC(C)=O)[C@@H]1C	27%	2	-0.2	13%	-5%	-8%	-17%	-27%
COc1ccc(-c2cccc(C(=O)Nc3ccc(OC)c(OC)c3)c2)cc1	11%	5	-2.9	-9%	-12%	4%	7%	5%
C=CCN1CC(=O)N2Cc3[nH]c4ccccc4c3C[C@H]2C1=O	-1%	3	-0.4	0%	6%	-8%	-5%	-4%
O=C(CCNS(=O)(=O)c1cccs1)N1CCCCCC1	-10%	4	-0.3	-26%	-18%	-5%	1%	2%
COc1ccc(S(=O)(=O)N(Cc2cc3ccc(OC)cc3[nH]c2=O)CC2COCCO2)cc1 (stereo unspecified)	19%	2	0.4	-3%	-1%	-5%	-11%	-21%
CCOC(=O)C1CCCC(NS(=O)(=O)c2ccc(NC(C)=O)cc2)C1 (stereo unspecified)	17%	/	-0.2	9%	14%	-12%	5%	-4%
COc1ccc(N2CN=C3SCC(=O)N3C2)cc1	-17%	4	0.1	-2%	12%	-7%	-14%	-2%
Cc1c(Cl)cccc1NC(=O)CS(=O)(=O)c1ccccc1	-9%	-7	-2.7	18%	5%	-9%	-1%	-6%
CC1CNCCN1S(=O)(=O)c1cccc2cnccc12 (stereo unspecified)	-24%&-24%	-3&-1	-0.7&-0.7	2%&0%	12%&6%	-14%&-14%	1%&-19%	-14%&-7%
O=C(/C=C/c1ccc(F)cc1)NC(=S)N1CCN(Cc2ccccc2)CC1	0%	11	0.1	?	-23%	-4%	10%	10%
Cc1ccc(-n2nnnc2-c2cccc(C)c2)cc1	-3%	4	-0.6	-1%	-8%	-2%	-4%	0%
CCO/C(C)=C1\C(=O)N(CC)c2ccccc21	-16%	-5	0.1	-19%	-8%	-4%	-5%	9%
COc1ccccc1NC(=O)C1CCCN1C(=O)NCc1ccccc1 (stereo unspecified)	0%	8	-2.1	-8%	-8%	-1%	4%	4%
CC(C)C(NC(=O)c1ccco1)C(=O)NCC(c1ccco1)N(C)C (stereo unspecified)	16%	2	-3.7	8%	5%	1%	13%	-2%
CCOc1ccc(N(CC(=O)N2CCN(c3ccccc3OC)CC2)S(=O)(=O)c2ccc(F)cc2)cc1	?	8	-0.8	-12%	-3%	3%	19%	19%
CCCCn1cnc2c(SCCc3ccccc3)nc(N)nc21	/	1	0.0	-6%	-12%	-1%	-25%	5%
Cc1cccn2c(=O)c3cc(C(=O)NC4CCCC4)sc3nc12	1%	0	-1.0	-6%	-23%	-6%	-41%[inhibitor]	4%
Cc1cc(C)cc(NC(=O)C2CCN(S(=O)(=O)c3c(C)n[nH]c3C)CC2)c1	2%	0	0.3	-4%[57.1 µM]	-7%	-3%	1%	4%
COc1ccccc1N(CC(=O)N1CCCC1)S(=O)(=O)c1ccc(C)cc1	4%	0	-0.2	18%	-24%	-13%	-1%	-4%
CCOC(=O)N1CCC2(CC1)C(C#N)=C(N)OC1=C2C(=O)CC(C)(C)C1	5%	0	0.6	7%	-14%	-9%	-6%	15%
O=C(COC(=O)C1CCN(c2ccc(C(F)(F)F)cn2)CC1)NCCc1ccccc1	?	14	-0.8	-14%	-23%	1%	22%	5%
CN1C(C(=O)Nc2ccccn2)=C(O)c2sc(Cl)cc2S1(=O)=O	-28%	-7	-0.6	-4%	8%	-12%	-15%	-22%

# (list continues)
Compound	FUS suppressor	PI5P4K alpha inh	IL2 activator	WRN helicase inh	EPAC1 antag	PLK1 PBD inh	Abeta rescue	EPAC1 agonist
Nc1cc(=O)[nH]c(SCc2ccc(Cl)cc2Cl)n1	-6%	-2	0.1	-4%	11%	-17%	-18%	11%
COc1cc(C(=O)NCC(=O)NCCCSc2ccccc2)cc(OC)c1OC	21%	-9	2.4	-6%	-22%	-3%	-20%	-14%
O=C(NC(=O)c1ccccc1N1CCCCC1)Nc1ccc(Br)cc1	-25%	-2	-0.2	3%	-22%	0%	-12%	15%
CCCCCNCc1ccc(Cl)cc1	-37%	-1	-1.7	-4%	0%	-10%	-21%	1%
